Source: PubChem BioAssay
NS5 inhibitors – Dengue-2 NS5 methyltransferase inhibitors, primary screen, biochemical, confirmation dose response (AID 588689); one-dose inhibition, % at 25 µM; IC50 in µM for titrated hits; 0.3% of 340,000 active; Dengue-2 NS5 methyltransferase capping enzyme assay, biochemical; higher % means a stronger effect; in the data active = a potency from the dose series; inconclusive = inhibition above about 29% without an active follow-up result
UTI89 phage lysis – inhibition of K1F phage lysis, E. coli UTI89, bacterial capsule biogenesis inhibitors, alamar blue (AID 488966); 0.02% of 340,000 active; inhibition, % at 100 µM; hits with a dose series show IC50 in µM; E. coli UTI89 K1F phage lysis, alamar blue, 2 h; higher % means a stronger effect;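 active = phage lysis inhibition, versus mean bacterial control, above a set limit; inconclusive = no clear call, values can overlap the other calls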;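 note: capsule biogenesis inhibitors block K1F phage lysis so surviving cells raise fluorescence; higher fluorescence means more inhibition of phage lysis; actives were called in the ten point dose series up to 300 µM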
WT yeast gro inh – growth inhibition of WT yeast, mitochondrial fusion screen | inhibition, % at 10 µM | 2.1% of 190,000 active | mitochondrial fusion phenotypic screen, WT strain; in the data active = inhibition above about 58%; tested in S. cerevisiae
RSV CPE inhibition – RSV antiviral activity via CPE protection, HEp-2 cells, primary 10 µM value included (AID 2391). HEp-2 cells, RSV-induced CPE inhibition; higher % means a stronger effect. CPE inhibition, % at 10 µM, or IC50 in µM where a hit was titrated. 0.13% of 310,000 active; in the data active = a potency from the dose series; inconclusive = CPE inhibition mostly from about 23% at the one dose, without a potency; inactive = the rest, 99 in 100 with CPE inhibition below about 21%; note: strong numbers were not always called active
GPR35 antagonists – inhibition of zaprinast-stimulated GPR35 beta-arrestin translocation – imaging, U2OS, beta-arrestin-GFP, zaprinast agonist, primary screen (AID 2058). inhibition, % at 10 µM, or IC50 in µM where a hit was titrated. U2OS GPR35 beta-arrestin-GFP translocation imaging, zaprinast antagonism; higher % means a stronger effect. 0.052% of 290,000 active;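 active = inhibition of at least 50% with at least 30 cells and total cytoplasm GFP at most 10,000,000; inconclusive = under 30 cells or total GFP of 10,000,000 plus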
NTR1 agonist – NTR1-driven beta-arrestin-GFP spot formation – imaging, U2OS cells, high content, primary screen (AID 493036); 0.17% of 330,000 active; agonist mode; P30989; activation, % at 20 µM;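 active = activation at or above 40% of the spot to cytoplasm intensity ratio, with at least 20 cells analyzed; inconclusive = wells under 20 cells, flagged as cytotoxic or low count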;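 note: 0% = DMSO without peptide and 100% = 100 nM NTR1 peptide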
Target sequence (P30989 whole entry, looked up): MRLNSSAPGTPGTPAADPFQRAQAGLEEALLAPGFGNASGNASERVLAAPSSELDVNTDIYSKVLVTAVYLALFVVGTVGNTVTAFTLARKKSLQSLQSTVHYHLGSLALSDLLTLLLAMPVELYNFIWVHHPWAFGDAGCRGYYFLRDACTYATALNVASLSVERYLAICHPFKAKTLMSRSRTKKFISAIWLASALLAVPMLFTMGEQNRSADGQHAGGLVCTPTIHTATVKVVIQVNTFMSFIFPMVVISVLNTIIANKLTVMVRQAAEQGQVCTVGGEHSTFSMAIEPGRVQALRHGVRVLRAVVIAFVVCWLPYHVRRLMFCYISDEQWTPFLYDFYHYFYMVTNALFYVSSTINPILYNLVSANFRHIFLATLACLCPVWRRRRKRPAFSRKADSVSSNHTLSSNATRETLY
Autophagy HCS – alters autophagy in cells; AID 463193; MEF GFP-LC3 puncta imaging; test concentration mostly 10 µM; 0.98% of 190,000 active; calls only at 10 µM (by protocol);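 active = percentage of spot-positive cells more than 3 SD above its plate mean, without a fluorescence outlier flag or 80% toxicity; inconclusive = no clear call, values can overlap the other calls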;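 note: spot-positive cell cutoff set from DMSO-treated cells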
AID2073 – disruptors of CaV2.2 binding to Mint1 – biochemical, HTRF (AID 2073) | HTRF protein-protein interaction, Mint1-CaV2.2; higher % means a stronger effect | inhibition, % at 20 µM; hits with a dose series show IC50 in µM | 0.19% of 290,000 active; in the data active = inhibition mostly above about 51%, no sharp cut-off; inconclusive = no clear call, values can overlap the other calls; inactive = mostly below about 53%; note: some results filed as inactive read as strong as hits
LYP phosphatase – PTPN22 lymphoid phosphatase activity blockers – biochemical, fluorescence intensity, uHTS (AID 1779); recombinant LYP phosphatase, fluorescence intensity; higher % means a stronger effect; one-dose inhibition, % at 11.5 µM; IC50 in µM for titrated hits; 0.054% of 290,000 active; in the data active = inhibition above about 50%;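 note: plate controls were vehicle with enzyme for no effect and no enzyme for full effect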
WT yeast gro inh mutant strain – further read-out of WT yeast gro inh, marked with its call; inhibition, %; mitochondrial fusion phenotypic screen, mutant strain inhibition
Autophagy HCS cell loss 18 h – also measured in Autophagy HCS; calls as there; toxicity, %; measured here: cell loss, nuclei count;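 cell loss after 18 h compound exposure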
NTR1 agonist cell count 20 µM – further read-out of NTR1 agonist, marked with its call; cell count; measured here: cell count, cytotoxicity flag
NS5 inhibitors pilot replicate – further read-out of NS5 inhibitors, marked with its call; inhibition, %; measured here: pilot screen replicate inhibition
* hit, by the source's call; i = inactive; ? = inconclusive; . = no result given; + = active, no number; [ ] = dose if it differs, or a comment.

SMILES	NS5 inhibitors	UTI89 phage lysis	WT yeast gro inh	WT yeast gro inh mutant strain	RSV CPE inhibition	GPR35 antagonists	NTR1 agonist	NTR1 agonist cell count 20 µM	Autophagy HCS	Autophagy HCS cell loss 18 h	AID2073	LYP phosphatase	others
Cc1cc(OC(=O)c2ccc(C(C)(C)C)cc2)c([N+](=O)[O-])c(=O)[nH]1	-4%	0.2%	.	.	1.8%	6%	0.8	43	.	.	5%	-2%
COc1ccc(N2CCN(C(=O)CSc3nnc4c(C)cc5cc(C)ccc5n34)CC2)cc1	-5%	1.6%	-4	-10	60%	6%	8.2	71	i	12	0%	0%	NS5 inhibitors pilot replicate=3.0
CC(C)(C)c1ccc(OCC(=O)NNC(=O)CCc2ccccc2)cc1	-3%	0.7%	16	3	1.1%	-10%	0.4	86	i	-18	-5%	-1%
COc1ccccc1NC(=O)N1CCCC1C(=O)Nc1ccc2c(c1)OCCO2 (stereo not given)	-7%	0.2%	-10	-1	0.3%	8%	-1.1	108	i	12	6%	-4%
CCn1c(=O)cc(OCC(=O)NCCCN2CCCC2=O)c2ccccc21	12%	0.1%	.	.	0.3%	-1%	0.7	60	.	.	7%	-9%
Cc1cnc(-c2nnc(N(C)C(=O)C3CCOC3)s2)cn1 (stereo not given)	-8%	1.1%	10	12	2.0%	3%	4.3	72	i	-7	-8%	-4%
CCN(c1cccc(C)c1)S(=O)(=O)c1ccc2c(c1)NC(=O)CCS2	9%	0.1%	.	.	2.7%	2%	0.0	58	.	.	-11%	-7%
Cc1cccc(N2CCN(C(=S)Nc3ccc4nc(N5CCN(C)CC5)cc(C)c4c3)CC2)c1C	-7%	-0.1%	27	25	.	11%	.	.	+	-11*	-24%	-18%
CC(=O)NC(C)c1ccc(C(=O)CSc2nnc(C3CC3)n2C2CC2)cc1 (stereo not given)	-3%	0.4%[50 µM]	.	.	1.2%	.	-3.0	68	.	.	.	.
CCc1ccccc1NNC(=O)c1snnc1C	.	.	.	.	1.2%	13%	1.9	45	.	.	-13%	-7%
CC(C)(C)c1ccc(-c2cn(-c3ccc(Br)cc3)c3[n+]2CCCS3)cc1	-6%	0.9%	5	-1	.	-17%	.	.	i	27	14%	-2%
CC(=O)c1c(O)cc(C)n(Cc2ccccc2)c1=O	-4%	1.2%	.	.	0.5%	.	1.4	76	i	4	.	.
COc1ccc(N2CCN(C(=O)c3ccc4nc(N5CCCCC5)sc4c3)CC2)cc1	0%	2.7%	-4	-13	0.0%	-17%	0.1	64	i	-7	2%	9%
COc1ccccc1S(=O)Cc1ccc(C(=O)NCCc2ccc(Cl)cc2)o1 (stereo not given)	-4%	1.3%	1	6	-0.2%	8%	-1.0	58	i	3	2%	-4%
COc1ccc(Cc2nnc(N/N=C(\C)c3ccccc3)[nH]c2=O)cc1OC	-2%	-0.3%	.	.	3.0%	-6%	1.9	61	.	.	19%	-1%
CC(C)(C)c1nnc(NC(=O)c2ccc3c(c2)OCO3)s1	-4%	-1.4%	.	.	1.5%	3%	0.7	37	.	.	?	-8%
Cc1ccc(S(=O)(=O)O)c(C)c1N1CCCC1=O	-8%	0.1%	-4	-4	-0.9%	8%	-1.2	81	i	-6	-3%	2%	NS5 inhibitors pilot replicate=3.9
Nc1nc(N)nc(-c2cc(Cl)ccc2Cl)n1	4%	-2.8%	.	.	1.6%	.	0.2	54	.	.	.	.
CCc1cc2c(=O)[nH]c(COC)nc2s1	5%	2.4%[50 µM]	-3	-23	1.0%	-2%	0.5	75	i	16	-7%	-5%
COc1ccc(Br)cc1/C=C/C(=O)NC(=S)Nc1ccc(CN2CCOCC2)cc1	-10%	0.5%	.	.	0.3%	-14%	2.8	66	.	.	10%	0%
Cc1cccc(NC(=O)c2cc(Cl)nc3ccccc23)c1	-5%	0.4%	-1	2	0.5%	3%	-2.0	90	i	26	8%	-3%
CCN(CC)CCCNC(=S)N1CCC(c2nc3ccccc3[nH]2)CC1	-6%	0.8%	.	.	-0.7%	12%	-0.3	65	.	.	3%	-6%
CCn1c(=O)c2cc(C(=O)NCc3cccs3)sc2c2ccccc21	0%	1.0%	12	-3	3.0%	-3%	6.3	77	i	10	2%	-4%
Cc1ccc(S(=O)(=O)N2CCC(C(=O)N3CCCC(C(F)(F)F)C3)CC2)cc1C (stereo not given)	3%	0.5%[50 µM]	.	.	-0.1%	.	-0.8	47	.	.	.	.
COc1cc(S(=O)(=O)NC2CCCCC2C)ccc1F (stereo not given)	-3%	-0.1%	.	.	1.7%	-2%	-0.8	65	.	.	-1%	-6%
CN1CCN(CCCNC(=O)c2cn(C)c3ccc(S(=O)(=O)N(C)C)cc3c2=O)CC1	-5%	2.5%	7	4	2.8%	-5%	-2.7	53	i	8	8%	-7%
C[C@@H](C(=O)N1CCN(Cc2ccc3c(c2)OCO3)CC1)n1nnc2ccccc2c1=O	-11%	1.5%	.	.	2.5%	-4%	-0.4	45	.	.	11%	1%
COc1cccc(Nc2nnc(SCC(=O)N3CC(C)OC(C)C3)s2)c1 (stereo not given)	-3%	4.7%	13	5	0.0%	7%	-1.0	50	i	-8	-5%	4%
CC(C)(C)OC(=O)N[C@@H](Cc1c[nH]c2ccccc12)c1nnc(SCC(N)=O)o1	0%	0.1%	27	4	0.8%	7%	0.3	76	i	0	-6%	-7%
Cc1cc(OCC(=O)O)c2cccc(C)c2n1	-2%	0.1%	-2	9	1.0%	-12%	-0.6	85	i	14	4%	-4%
COc1cccc(OC)c1NC(=O)C1CCCN1C(=O)Nc1ccccc1F (stereo not given)	-9%	0.5%	.	.	.	-5%	-1.8	51	.	.	-4%	-17%
COc1ccc(NC(=O)CSc2nn3c(=O)c(C)nnc3s2)cc1	-2%	0.1%	.	.	2.8%	13%	-0.7	57	.	.	-4%	-10%
COc1ccccc1Cn1c(CO)nc2ccccc21	8%	0.1%	.	.	0.3%	-8%	2.4	55	.	.	-6%	-5%
c1ccc2c(c1)ncn2CCCOc1ccc2c(c1)CCC2	-5%	0.2%	65*	61*	3.4%	-1%	3.2	79	i	2	2%	-1%
CC(C)c1c(C(=O)N/N=C/c2ccncc2)nnn1-c1nonc1N	2%	0.1%	.	.	1.4%	-7%	-0.4	82	.	.	1%	-7%
Nc1ncnc(Nc2c(F)cccc2F)n1	4%	-0.8%	.	.	1.6%	1%	-0.5	49	.	.	5%	-2%
COC(=O)c1cc(S(=O)(=O)Nc2cc(OC)cc(OC)c2)cn1C	-1%	2.4%	.	.	2.1%	4%	-1.0	57	.	.	-4%	-5%
N/C(=N\OC(=O)CCC1CCCC1)c1ccncc1	2%	-1.6%	-3	10	2.8%	14%	0.3	38	i	12	-8%	-4%
CC(=O)N(c1ccc(C)cc1)C1C=CS(=O)(=O)C1 (stereo not given)	4%	8.7%	7	11	-0.5%	0%	-2.6	46	i	8	-2%	-4%
O=[N+]([O-])c1ccc(N2CCN(Cc3cccc([N+](=O)[O-])c3)CC2)cc1	-4%	0.0%	.	.	3.9%	-11%	1.8	71	.	.	-1%	-7%	NS5 inhibitors pilot replicate=-4.2
COc1cccc2[nH]c3c(N4CCCCC4)ncnc3c12	-9%	-1.3%	6	8	-0.1%	-9%	4.4	68	i	0	16%	-6%
O=C(Nc1ccc(S(=O)(=O)N2CCCC2)cc1)c1cccs1	-3%	-0.6%	-5	-10	3.7%	-6%	-1.4	31	i	-22	-20%	-4%
O=C(Nc1ccncc1)c1cccc(S(=O)(=O)N2CCOCC2)c1	4%	1.0%[50 µM]	.	.	4.8%	.	0.0	53	.	.	.	.
CC(C)c1ccccc1OCC(=O)NN1C(=O)c2ccccc2C1=O	0%	0.0%	-29	-1	0.7%	-13%	0.8	89	i	4	-10%	-1%
Fc1ccccc1NC(=S)N(CCN1CCCCCC1)Cc1cccs1	-6%	0.4%	11	15	-1.1%	11%	1.5	60	i	-27	-23%	-6%
O=C(CSc1nnc(CNC(=O)c2ccccc2)o1)c1ccccc1	3%	0.8%[50 µM]	.	.	1.7%	10%	-0.2	68	.	.	-1%	-5%
Cc1ccc(C2=NC(C(F)(F)F)(C(F)(F)F)c3c(n(-c4ccc(F)cc4)c(=O)[nH]c3=O)N2)cc1	-8%	1.8%	-3	1	7.3%	-5%	3.0	41	i	3	7%	-4%
COc1c2ccoc2c(OC[C@@H](O)C(C)(C)O)c2oc(=O)ccc12	-4%	-0.2%	-11	-14	1.1%	6%	0.6	66	i	-4	0%	-3%

Three compounds already listed, arranged by SMILES length, descending:
SMILES	NS5 inhibitors	UTI89 phage lysis	WT yeast gro inh	WT yeast gro inh mutant strain	RSV CPE inhibition	GPR35 antagonists	NTR1 agonist	NTR1 agonist cell count 20 µM	Autophagy HCS	Autophagy HCS cell loss 18 h	AID2073	LYP phosphatase	others
COc1c2ccoc2c(OC[C@@H](O)C(C)(C)O)c2oc(=O)ccc12	-4%	-0.2%	-11	-14	1.1%	6%	0.6	66	i	-4	0%	-3%
CC(C)c1ccccc1OCC(=O)NN1C(=O)c2ccccc2C1=O	0%	0.0%	-29	-1	0.7%	-13%	0.8	89	i	4	-10%	-1%
O=C(Nc1ccc(S(=O)(=O)N2CCCC2)cc1)c1cccs1	-3%	-0.6%	-5	-10	3.7%	-6%	-1.4	31	i	-22	-20%	-4%

An excerpt from the list above:
SMILES	NS5 inhibitors	UTI89 phage lysis	WT yeast gro inh	WT yeast gro inh mutant strain	RSV CPE inhibition	GPR35 antagonists	NTR1 agonist	NTR1 agonist cell count 20 µM	Autophagy HCS	Autophagy HCS cell loss 18 h	AID2073	LYP phosphatase	others
CCn1c(=O)c2cc(C(=O)NCc3cccs3)sc2c2ccccc21	0%	1.0%	12	-3	3.0%	-3%	6.3	77	i	10	2%	-4%
Cc1ccc(S(=O)(=O)N2CCC(C(=O)N3CCCC(C(F)(F)F)C3)CC2)cc1C (stereo not given)	3%	0.5%[50 µM]	.	.	-0.1%	.	-0.8	47	.	.	.	.
COc1cc(S(=O)(=O)NC2CCCCC2C)ccc1F (stereo not given)	-3%	-0.1%	.	.	1.7%	-2%	-0.8	65	.	.	-1%	-6%
CN1CCN(CCCNC(=O)c2cn(C)c3ccc(S(=O)(=O)N(C)C)cc3c2=O)CC1	-5%	2.5%	7	4	2.8%	-5%	-2.7	53	i	8	8%	-7%
C[C@@H](C(=O)N1CCN(Cc2ccc3c(c2)OCO3)CC1)n1nnc2ccccc2c1=O	-11%	1.5%	.	.	2.5%	-4%	-0.4	45	.	.	11%	1%
COc1cccc(Nc2nnc(SCC(=O)N3CC(C)OC(C)C3)s2)c1 (stereo not given)	-3%	4.7%	13	5	0.0%	7%	-1.0	50	i	-8	-5%	4%
CC(C)(C)OC(=O)N[C@@H](Cc1c[nH]c2ccccc12)c1nnc(SCC(N)=O)o1	0%	0.1%	27	4	0.8%	7%	0.3	76	i	0	-6%	-7%
Cc1cc(OCC(=O)O)c2cccc(C)c2n1	-2%	0.1%	-2	9	1.0%	-12%	-0.6	85	i	14	4%	-4%
